ASM inhibitor – inhibitors of human secretory acid sphingomyelinase. placental ASM, HMU-PC fluorogenic substrate, 60 min. Potency, µM (highest dose often 57.5 µM), for inactives: at the highest dose activity change, negative = inhibition, usual class: inhibitors. 340,000 tested, 0.006% active. AID 504937; further: potency means the concentration at half of the fitted maximal effect
Target sequence (P17405 47-631 limits assumed): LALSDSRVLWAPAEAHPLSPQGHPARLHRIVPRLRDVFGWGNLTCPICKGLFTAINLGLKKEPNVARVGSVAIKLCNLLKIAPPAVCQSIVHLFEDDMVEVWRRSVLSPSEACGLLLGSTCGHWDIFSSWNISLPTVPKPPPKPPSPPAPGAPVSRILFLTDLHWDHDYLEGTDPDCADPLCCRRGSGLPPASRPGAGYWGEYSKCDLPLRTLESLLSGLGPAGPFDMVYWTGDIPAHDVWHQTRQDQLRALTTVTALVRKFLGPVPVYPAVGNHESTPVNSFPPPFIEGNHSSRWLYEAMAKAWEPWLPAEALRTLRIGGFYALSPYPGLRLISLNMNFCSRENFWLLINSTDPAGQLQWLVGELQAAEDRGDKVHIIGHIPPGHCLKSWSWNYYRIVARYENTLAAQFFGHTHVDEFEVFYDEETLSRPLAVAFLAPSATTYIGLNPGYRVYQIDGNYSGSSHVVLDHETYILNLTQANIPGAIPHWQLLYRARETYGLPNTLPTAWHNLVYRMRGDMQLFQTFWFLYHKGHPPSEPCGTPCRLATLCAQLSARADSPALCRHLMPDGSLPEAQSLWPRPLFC
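qHTS format. ASM enzyme prepared from human placenta hydrolyses the fluorogenic substrate HMU-PC0 (9 uM final) over 60 min at 37 °C after a 10 min compound preincubation.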
Menin-MLL TR inh – inhibitors of human menin-MLL interaction, mutant MLL peptide; O00255; Menin + Texas Red MLL mutant peptide, fluorescence polarization; Potency, µM (highest dose often 61.6 µM), for the others: at the top dose FP activity change, negative = inhibition, most hits filed as inhibitors; 270,000 tested, 0.23% active; active means well fitted inhibition curve with a large enough effect in the polarisation, with a control signal flat, not every such curve was filed as active; inconclusive means small, poorly fitted or top-dose-only effect, or effect the other way, or a change in a side signal; inactive means no such curve, though single readings can be large or run the other way; the % refers to the polarisation; further: potency means the concentration at half of the fitted maximal effect; % of control where 0% means no effect; many of its hits are not listed in these tables
Mito fusion yeast – blocks mitochondrial division or promotes mitochondrial fusion. S. cerevisiae fusion-defective mutant growth rescue, CellTiterGlo 48 h. Potency, µM (series often up to 46.1 µM), for inactives: at the highest dose growth rescue (activation), hits mostly activators. 320,000 tested, 0.23% active. AID 485298;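 further: potency means the concentration at half of the fitted maximal effect; % of control where 0% means no effect; nearly all actives have a fitted effect of over 45% in size; temperature-sensitive fusion mutants such as fzo1-1 at 37 °C on non-fermentable ethanol glycerol medium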
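Yeast fusion mutant, YPEG (non-fermentable carbon), compound, 48 h at 37C non-permissive; CellTiterGlo added, 10 min RT, luminescence read. Rescued growth = division inhibition.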
TSHR antag – antagonists of human thyroid stimulating hormone receptor | P16473 | TSHR-expressing cells, TSH-stimulated cAMP HTRF, 2 h; stronger effect = lower value | activity change, negative = inhibition, % at 11.5 µM | 330,000 tested, 0.2% active | AID 504810;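 active means activity change below a set negative limit, meaning inhibition stronger than a set level, cut at about -70% in these data; inconclusive means activity change between two set negative limits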; further: on the % scale 0 is the no-effect control and ±100 the full control effect
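Read-out is FRET at 665 nm (cryptate excitation 337 nm) from a cryptate-tagged anti-cAMP antibody, competed by cell cAMP against cAMP-d2. Compounds are tested on freshly harvested TSHR cells challenged with 4nM TSH (EC80) for 2 hours at 37 deg C.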
MLL CXXC-DNA inh – MLL CXXC-DNA interaction inhibition | MLL-CXXC / FITC-HOXA9 DNA fluorescence polarization | Potency, µM (titrated, usually from 115 µM), inactives show at the top dose activity change, negative = inhibition, usual class: inhibitors | 290,000 tested, 0.037% active; active means well fitted inhibition curve with a large enough effect in the polarisation, with a control signal flat, not every such curve was filed as active; inconclusive means small, poorly fitted or top-dose-only effect, or effect the other way, or a change in a side signal; inactive means no such curve, though single readings can be large or run the other way; the % refers to the polarisation; further: potency means the concentration at half of the fitted maximal effect
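Steps: dispense CXXC domain solution (7 uM) → pin compounds or unlabeled HOX-A9 DNA control → 5 min ambient → add FLSN-HOX-A9 solution (50 nM) → spin → 30 min ambient → fluorescence polarization. Tris pH 7.5/NaCl/DTT/BSA buffer.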
MBNL1 CUG block – inhibitors of human MBNL1 binding to CUG repeat RNA | TR-FRET MBNL1-His/biotin-(CUG)12 binding, 665/545 ratio | Potency, µM (highest dose often 57.5 µM), for the others: top-dose activity change, negative = inhibition, hits mostly inhibitors | 280,000 tested, 0.036% active; active means well fitted inhibition curve with a large enough effect in the signal ratio, with a control signal flat, not every such curve was filed as active; inconclusive means small, poorly fitted or top-dose-only effect, or effect the other way, or a change in a side signal; inactive means no such curve, though single readings can be large or run the other way; the % refers to the signal ratio; further: potency means the concentration at half of the fitted maximal effect; on the % scale 0 is the no-effect control and ±100 the full control effect
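TR-FRET readout: Ex 340 nm, 665/545 nm emission ratio, normalized to buffer-only (basal) and MBNL1-(CUG)12 controls. Complex of MBNL1-His with Biotin-(CUG)12, compounds 92 nM–58 uM, incubated 60 min at room temperature.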
TSG101-PTAP inh – blocks PTAP/TSG101 interaction to inhibit HIV-1 budding; Fluorescence polarization, FITC-PTAP peptide / Tsg101 binding; AID 493005; 340,000 tested, under 10 active; Q99816; Potency, µM (titrated, usually from 115 µM), inactives show top-dose activity change, negative = inhibition, usual class: inhibitors; active means well fitted inhibition curve with a large enough effect in the main read-out, with a control signal flat, not every such curve was filed as active; inconclusive means small, poorly fitted or top-dose-only effect, or effect the other way, or a change in a side signal; inactive means no such curve, though single readings can be large or run the other way; further: potency means the concentration at half of the fitted maximal effect; % of control where 0% means no effect
Target sequence (Q99816 whole entry, looked up): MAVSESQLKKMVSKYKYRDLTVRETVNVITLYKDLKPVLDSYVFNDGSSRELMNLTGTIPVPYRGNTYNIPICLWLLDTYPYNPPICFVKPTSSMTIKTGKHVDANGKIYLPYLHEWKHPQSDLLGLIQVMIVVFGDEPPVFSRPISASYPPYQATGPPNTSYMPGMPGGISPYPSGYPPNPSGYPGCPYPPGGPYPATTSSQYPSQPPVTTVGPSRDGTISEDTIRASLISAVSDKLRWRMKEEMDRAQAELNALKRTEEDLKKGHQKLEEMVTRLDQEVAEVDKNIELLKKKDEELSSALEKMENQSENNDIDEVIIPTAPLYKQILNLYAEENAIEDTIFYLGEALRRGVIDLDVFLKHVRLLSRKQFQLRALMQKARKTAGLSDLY
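Steps: Tsg101 binding domain dispensed (10 uM final), compounds pinned in DMSO, FITC-labeled PTAP-motif peptide added (50 nM final); after 20 min binding at room temperature, polarization measured.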
Integrin act MD – integrin-mediated muscular dystrophy alleviation activation; alpha7betagal myoblasts, beta-gal FDG fluorescence, 48 h; Potency, µM (titrated, usually from 38.3 µM), for the others: at the highest dose activation, usual class: activators; 350,000 tested, 0.064% active;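 further: potency means the concentration at half of the fitted maximal effect; 100% = response of the positive control SU9516; nearly all actives have a fitted effect of over 60% in size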
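Alpha7betagal+/- myoblasts (passage 13) were plated 16-24 hr, then exposed to compounds (1:260 dilution of DMSO stock) for 48 hours at 37C. After MPER lysis, β-galactosidase reporter activity was read as FDG fluorescence (ex 480/em 540) after 30 minutes.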
A-T KAP1 phos – potential ataxia-telangiectasia treatments restoring KAP-1 phosphorylation | […] A-T fibroblasts, KAP-1 phosphorylation AlphaLISA; neocarzinostatin DNA damage 30 min before lysis | Potency, µM (doses to about 57.5 µM), without a hit: at the highest dose activation, usual class: activators | 320,000 tested, 0.19% active | AID 485349; further: potency means the concentration at half of the fitted maximal effect; % of control where 0% means no effect; nearly all actives have a fitted effect of over 45% in size
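hTERT-immortalized A-T patient fibroblasts ([…]), 500 cells/well in OPTI-MEM, 1% FBS, got compounds for 60 min, then NCS for 30 min at 37C. Lysates were then assayed for phospho-KAP-1 by AlphaLISA (anti-pKAP1 donor, anti-KAP1 acceptor beads), 6 hr at 25C.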
TCR act – activators of T cell receptors; Potency, µM (titrated, usually from 9.22 µM), without a hit: at the highest dose activation of IL-2 secretion, actives largely listed as activators; AID 504894; 330,000 tested, under 10 active; primary human leukocytes, anti-CD3, IL-2 HTRF, 48 h; further: % of control where 0% means no effect
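48 hr co-incubation of compounds, a-CD3 beads and primary human leukocytes; IL-2 quantified homogeneously by HTRF with anti-IL-2 K and d2 conjugates.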
Active calls of the source: *; u = inconclusive; x = no result given; [ ] = remark or other dose. Unless noted, the call rests on the fitted dose curve; in most records, active means well fitted curve in the direction sought with a large enough effect; inconclusive means small, poorly fitted or top-dose-only effect, or another doubt; inactive means no such curve, though single readings can be large; an effect the other way counts as inactive or inconclusive. This is a subset. The share of hits here may be higher or lower than overall.

SMILES	ASM inhibitor	Menin-MLL TR inh	Mito fusion yeast	TSHR antag	MLL CXXC-DNA inh	MBNL1 CUG block	TSG101-PTAP inh	Integrin act MD	A-T KAP1 phos	TCR act
CNC(=O)c1c2c(nc3ccc(Br)cc13)CCCC2	-6.2%	0.1%	1.0%	-5.4	-6.4%	45.4%[activator]	-14.6%	9.8%	11.7%	-17.7%
O=S(=O)(Cc1ccccc1)NCC1CCCO1 (stereo not drawn)	-2.8%	2.0%	5.9%	-5.9	4.4%	-6.2%	-3.0%	5.4%	17.3%	-3.5%
COc1cc(C)c(Br)cc1S(=O)(=O)NCCN1CCOCC1	2.9%	2.4%	-4.1%	3.0	3.5%	3.2%	-6.1%	-26.4%	-2.2%	-2.6%
NC(=O)C1CCN(CC(=O)Nc2cccnc2Cl)CC1	-1.7%	0.1%	-8.8%	20.2	0.5%	-2.2%	-0.8%	7.7%	5.9%	x
CC1CCc2c(sc(NC(=O)C3c4ccccc4Oc4ccccc43)c2C(N)=O)C1 (stereo not drawn)	-11.6%	-23.7%	-6.6%	0.7	12.7%	30.4%[activator]	1.4%	u	-0.4%	6.1%[46.1 µM]
O=C(O)CCSc1nnnn1-c1ccccc1	-0.3%	1.3%	2.7%	-4.1	-6.1%	-7.3%	-1.0%	9.7%	1.2%	-4.0%
CCOC(=O)C1CCN(C(C(=O)Nc2ccc3c(c2)OCCO3)c2ccccc2)CC1 (stereo not drawn)	-2.3%	-8.7%	1.2%	66.4	3.0%	-13.3%	-0.8%	-2.8%	-0.4%	0.1%
CCc1cccc(NS(=O)(=O)c2ccc3c(c2)oc(=O)n3C)c1	0.2%	23.0%	14.3%	-9.9	-1.1%	-5.7%	-8.9%	27.1%	4.1%	-0.2%
Cc1ccc(S(=O)(=O)N2CC(=O)NC(=O)C2)cc1	-0.1%	-15.8%	-3.4%	16.4	0.8%	4.0%	-4.1%	-20.4%	-1.3%	6.8%
O=C(/C=C/c1ccco1)N1CCN(S(=O)(=O)c2ccccc2)CC1	-3.4%	x	x	x	x	x	-3.0%	18.0%	-4.2%	0.7%
N/N=C(\c1ccccc1)c1cc(Br)ccc1N	-1.7%	17.7%	-19.8%	10.2	-9.9%	0.4%	-4.4%	-18.2%	-0.3%	0.5%
Fc1cc(F)c2nc(Nc3nc4cc5c(cc4s3)OCO5)sc2c1	111.8%[activator]	u	4.9%	-14.7	-6.2%	2.2%	1.0%	-40.5%	32.3%	5.2%[46.1 µM]
Cc1cc(NC(=O)CCCC(=O)Nc2ccc(F)cc2)no1	4.7%	-0.8%	-2.7%	-11.4	-4.0%	-4.0%	-1.5%	24.5%	3.3%	0.2%
COc1ccc(C(=O)N2CCN(c3ccc(C(C)=O)cc3F)CC2)cc1S(=O)(=O)NC1CC1	-2.5%	x	-4.7%	0.5	x	x	-0.6%	1.1%	-1.3%	-2.9%
O=C(COC(=O)c1cc([N+](=O)[O-])ccc1NCCO)c1ccccc1	-1.9%	u	0.3%	6.6	10.1%	u	-2.7%	-7.8%	-12.2%	-1.5%[46.1 µM]
CC(NC(=O)CCl)c1ccccc1Br (stereo not drawn)	5.4%	x	-6.2%	9.3	-1.6%	-2.2%	-1.1%	-51.2%[inhibitor]	68.2%	3.9%
CCOc1ccc(NS(=O)(=O)c2ccc(C(=O)N3CCCCCC3)cc2)cc1	1.0%	x	10.5%	-13.6	x	x	-2.4%	-19.9%	-0.4%	4.5%
CCCCNC(=O)CN1C(=O)NC2(CCCc3ccccc32)C1=O (stereo not drawn)	6.9%	-12.3%	0.2%	4.6	-17.1%	-8.4%	-1.4%	6.1%[7.66 µM]	-2.9%	-3.8%
Cc1csc(NC(=O)CSc2nnc(-c3ccc(S(=O)(=O)N4CCCC4)cc3)o2)n1	-2.1%	22.1%	-1.1%	-17.0	-12.9%	9.7%	-3.7%	-21.5%	11.5%	1.6%
CC(C)c1cccc(C(C)C)c1OCCCCN1CCCC1	0.7%	-21.4%	-0.2%	1.6	-4.7%	17.0%	-5.6%	5.4%	x	0.1%
O=S1(=O)c2c(F)cccc2OC(COCc2ccccc2)CN1C1CCCC1 (stereo not drawn)	-5.1%	x	x	x	x	x	0.1%	0.5%	x	2.4%
COc1ccc(CN2CCN(CCc3ccccc3)C(CCO)C2)cc1Cn1cncn1 (stereo not drawn)	3.7%	-9.3%	-3.9%	3.2	-1.1%	-6.3%	0.6%	-20.0%	6.5%	1.9%
COc1c(C)cc(C(=O)C2CCCN(C(=O)c3ccoc3)C2)cc1C (stereo not drawn)	4.6%	2.0%	2.0%	-3.4	-4.8%	-2.5%	0.3%	-6.4%	-1.9%	-7.1%
COc1ccc(-c2nc3ccccc3c(=O)n2CC(C)C)cc1	-0.3%	u	5.1%	-1.4	45.5%[activator]	0.9%	-0.6%	0.0%	-13.3%	1.5%
Cc1ccc(SCC(=O)NC(=O)c2ccc(S(=O)(=O)N(C)C)cc2)cc1C	-4.7%	6.1%	15.9%	4.7	-0.2%	x	-1.8%	u	x	-8.7%[46.1 µM]
More structures
SMILES	ASM inhibitor	Menin-MLL TR inh	Mito fusion yeast	TSHR antag	MLL CXXC-DNA inh	MBNL1 CUG block	TSG101-PTAP inh	Integrin act MD	A-T KAP1 phos	TCR act
COC(=O)c1ccccc1NC(=O)c1ccnn1C	3.7%	2.0%	0.5%	3.7	0.1%	0.4%	-3.8%	12.3%	3.5%	1.3%
COc1ccc(-c2nc(CS(=O)CC(=O)NCCN3CCCCC3C)c(C)o2)cc1OC (stereo not drawn)	-1.2%	x	-0.5%	-5.4	64.1%[activator]	-7.3%	-5.1%	9.2%	-8.3%	4.7%
Cc1c(CNCCc2ccc(Cl)cc2)c(C(=O)O)c(C)n1Cc1ccccc1	u	-20.8%	3.3%	-3.7	9.7%	-1.0%	0.7%	-0.7%	0.7%	3.0%
COc1ccc(C(=S)N2CCN(c3cccc(Cl)c3)CC2)c(OC)c1	-2.3%	-3.5%	15.6%	8.1	0.8%	2.1%	-1.3%	0.9%	-2.6%	-1.1%
Cc1cc(C)c2c(c1)c(C)cc1nnc(SCC(=O)c3cccs3)n12	-1.1%	-25.7%	-2.3%	-5.1	-8.9%	6.6%	4.2%	-18.2%	0.8%	5.5%
O=C(COC(=O)CCc1nc2ccccc2c(=O)[nH]1)NC(=O)NC1CCCC1	-7.0%	4.9%	-3.8%	1.6	5.5%	x	-5.4%	31.5%	-5.0%	-5.0%[46.1 µM]
NCCCC[C@H]1CNC(=S)N1CC1CCCCC1	5.1%	-1.8%	-4.4%	7.3	0.4%	1.7%	-5.0%	19.3%	-17.3%	0.9%
CC(C)[C@@H]1N[C@]2(C(=O)Nc3ccccc32)[C@@H]2C(=O)N(c3cccc(C(F)(F)F)c3)C(=O)[C@@H]21	-0.6%	-2.9%	0.8%	4.2	-5.0%	1.6%	-1.0%	-15.7%[7.66 µM]	2.2%	-11.3%
N#Cc1ccsc1NC(=O)CN1CCN(S(=O)(=O)c2ccc3ccccc3c2)CC1	-0.9%	8.3%	24.9%	-5.9	8.8%	x	-1.7%	-19.5%	3.0%	u
Cc1cccc(NC(=O)CNC(=O)c2ccccc2Cl)n1	7.8%	13.7%	3.7%	-12.3	u	-3.8%	-5.8%	u	2.0%	6.1%
Cc1ccc(S(=O)(=O)c2ccccc2)cc1S	x	-28.1%	-3.9%	-4.2	-4.3%	7.9%	x	x	-1.4%	x
COC(=O)c1ccc(-c2nc(CN3CCN(Cc4cccc(C)c4)CC3)c(C)o2)cc1	6.7%	u	-8.5%	-9.4	-1.8%	6.3%	-6.4%	23.3%	0.3%	0.8%
CCOC(=O)NC(O)C(=O)c1ccc(F)cc1 (stereo not drawn)	-1.8%	9.6%	-0.5%	4.7	-0.6%	-4.7%	-3.1%	18.9%	-1.5%	10.4%
OCCc1c[nH]c2ccccc12	3.1%	-5.3%	0.2%	-2.6	1.7%	-1.1%	0.3%	20.4%	-0.9%	-0.2%
CNC(=S)N=Nc1c(O)[nH]c2ccccc12	-1.3%	-2.3%	-9.0%	2.1	10.7%	u	-1.7%	5.6%	5.2%	0.2%[46.1 µM]
CCn1c(CC(=O)Nc2ccccc2F)nnc1SCC(=O)NC1CCCCC1	-5.5%	11.7%	-6.4%	10.3	-2.0%	-0.1%	0.4%	4.5%	-6.2%	-12.0%
Nc1nc2ccc(Cl)cc2o1	5.3%	x	x	x	x	x	-2.6%	15.7%	x	4.6%
CCOc1ccc(NC(=O)CCC(=O)O)cc1	-2.0%	x	-4.6%	3.8	-0.8%	-1.1%	-3.8%	-9.9%	3.7%	x

High-throughput results: PubChem BioAssay, National Center for Advancing Translational Sciences (NCATS)
